# DDE Tn6 FP inh = inhibitors of Tn6 peptide binding to fibrin DD(E), primary screen, biochemical, fluorescence polarization, human fibrin, Tn6 probe | Fibrin DD(E) TRITC-Tn6 fluorescence polarization displacement | Fibrinogen beta chain (Homo sapiens), P02675 | inhibition, % at 8.3 µM | AID 720509, 2013 | hit rate 0.21% among 370,000;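 active = inhibition above a per-campaign cutoff: mean of compounds within control limits plus 3 SD, cut at about 15% in these data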;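 also: 0% = median of all compound wells on the plate and 100% = blocking peptide control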
# ARFGAP1 inhibitor = inhibitors of rat ARFGAP1 GAP activity, primary screen, biochemical, fluorescence polarization, GDP tracer. Arfgap1-stimulated ARF1 GTP hydrolysis, GDP FP detection. inhibition, % at 16.5 µM. hit rate 0.26% among 360,000. AID 651572, 2012;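 active = inhibition above a per-plate limit, mean inhibition of low control wells plus 3 SD, cut at about 25% in these data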;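 also: 0% = DMSO wells with enzyme and 100% = wells lacking Arfgap1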
# Target sequence (Q62848 1-136 limits assumed): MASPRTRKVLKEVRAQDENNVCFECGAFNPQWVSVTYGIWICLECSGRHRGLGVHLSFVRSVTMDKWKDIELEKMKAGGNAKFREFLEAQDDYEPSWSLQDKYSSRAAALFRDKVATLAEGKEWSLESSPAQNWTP
#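 Repeats: one replicate per compound; assay system: rat Arfgap1 catalytic domain, aa 1-136; times: enzyme reaction 120 min at 25 °C after 20 min preincubation; detection: FP of antibody-bound GDP Alexa 633 tracer, ex 620/em 688 nm; benchmarks: high control wells lacking Arfgap1, low control full reaction with DMSO; reagent: human ARF1(Δ1-17)-GTP substrate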
# sPLA2-III inh = human group III sPLA2 inhibitors, primary screen, biochemical, QFRET, BODIPY PC-A2 liposome substrate; inhibition, % at 12.2 µM; QFRET BODIPY PC-A2 liposome hydrolysis, fluorescence; Group 3 secretory phospholipase A2 (Homo sapiens), Q9NZ20; hit rate 0.56% among 370,000;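 active = inhibition above mean plus 3 SD of compounds lying within the high and low control bounds, cut at about 19% in these data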;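 also: 0% = median of test compound wells and 100% = no enzyme DMSO wells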
# Target sequence (Q9NZ20 whole entry, looked up): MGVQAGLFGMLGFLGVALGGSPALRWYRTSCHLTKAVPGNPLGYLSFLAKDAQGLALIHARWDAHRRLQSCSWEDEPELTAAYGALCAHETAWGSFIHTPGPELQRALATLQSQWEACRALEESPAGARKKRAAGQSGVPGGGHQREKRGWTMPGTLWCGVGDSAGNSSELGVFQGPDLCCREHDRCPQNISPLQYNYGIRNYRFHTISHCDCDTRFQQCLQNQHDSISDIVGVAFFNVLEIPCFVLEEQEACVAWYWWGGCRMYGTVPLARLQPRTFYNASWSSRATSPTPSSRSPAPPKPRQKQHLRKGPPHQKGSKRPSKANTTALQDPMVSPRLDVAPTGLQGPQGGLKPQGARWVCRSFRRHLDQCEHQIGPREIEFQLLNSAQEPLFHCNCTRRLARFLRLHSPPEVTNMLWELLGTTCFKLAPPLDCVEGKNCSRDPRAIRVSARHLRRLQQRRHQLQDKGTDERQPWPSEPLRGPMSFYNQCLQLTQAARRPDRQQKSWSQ
# NPR2 activator = human GC-B receptor activators, primary screen, HEK293 GC-B cells, cGMP TR-FRET, EC30 CNP. activation, % at 10 µM. AID 1920062, 2024. Atrial natriuretic peptide receptor 2 (Homo sapiens), P20594. 0% at EC30 CNP, 100% saturating CNP. hit rate 0.11% among 370,000;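 active = activation at 10 µM reaching about 35% in either raw or pattern-adjusted values, limit read from the data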
# proKLK7 act = proKLK7 zymogen activators, primary screen, biochemical, fluorescence intensity | purified proKLK7, EDANS-DABCYL substrate fluorescence; 100% is mature enzyme control, 0% vehicle | activation, % at 7 µM | hit rate 0.9% among 370,000 | AID 652039, 2013;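 active = activation above the mean of all tested compounds plus 3 SD, computed per campaign excluding outliers beyond control limits, cut at about 13% in these data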
# ADAM10 inh = human ADAM10 inhibitors, primary screen, biochemical, QFRET, HTS; Disintegrin and metalloproteinase domain-containing protein 10 (Homo sapiens), O14672; recombinant ADAM10, EDANS/DABCYL FRET peptide cleavage, 3 h; inhibition, % at 7 µM; hit rate 0.62% among 370,000;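 active = inhibition above a per-campaign cutoff equal to the mean of compounds falling between control-based bounds plus 3 SD, cut at about 20% in these data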;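 also: 0% = DMSO wells while the 100% control is not disclosed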
# FXN GAA850 act = FXN promoter activators, primary screen, cell-based, luciferase luminescence, HEK293 lucGAA850 | HEK293 lucGAA850 FXN promoter luciferase reporter, 24 h; percent of 10 µM SAHA response | activation, % at 6 µM | hit rate 0.56% among 360,000;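 active = activation above the average of all compounds screened plus 3 SD, cutoff fixed separately per campaign, cut at about 7.5% in these data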;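 also: 0% = DMSO wells and 100% = 10 µM SAHA wells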
# NPR1 activator = GC-A stimulated cGMP production enhancers – HEK293 GC-A cells, cGMP TR-FRET, EC30 ANP, primary screen; Atrial natriuretic peptide receptor 1 (Homo sapiens), P16066; activation, % at 10 µM; hit rate 0.14% among 370,000; 0% at EC30 ANP, 100% saturating ANP; in the data active = activation above about 40%
# ASAP1 inh = inhibitors of human ASAP1 ArfGAP activity, primary screen, biochemical, fluorescence polarization. hit rate 0.19% among 360,000. ASAP1-stimulated ARF1 GTP hydrolysis, GDP FP detection. inhibition, % at 16.5 µM; in the data active = inhibition above about 25%;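 also: 0% = vehicle with enzyme and substrate and 100% = no enzyme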
# Target sequence (Q9ULH1 325-724 limits assumed): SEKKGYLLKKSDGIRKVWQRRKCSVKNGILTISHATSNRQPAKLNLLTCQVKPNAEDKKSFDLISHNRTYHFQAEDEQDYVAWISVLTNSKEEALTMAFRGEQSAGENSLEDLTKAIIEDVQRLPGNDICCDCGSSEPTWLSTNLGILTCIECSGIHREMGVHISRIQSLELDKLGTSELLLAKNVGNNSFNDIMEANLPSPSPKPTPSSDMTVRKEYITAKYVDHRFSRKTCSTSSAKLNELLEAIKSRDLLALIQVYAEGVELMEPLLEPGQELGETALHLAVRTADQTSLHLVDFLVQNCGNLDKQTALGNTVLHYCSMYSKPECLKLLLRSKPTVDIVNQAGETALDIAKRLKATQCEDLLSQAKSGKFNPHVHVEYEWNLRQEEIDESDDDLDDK
# rCAG binder = binders of r(CAG) RNA repeats, primary screen, biochemical, fluorescence. r(CAG) RNA repeat, TO-PRO-1 dye displacement fluorescence. inhibition, % at 3 µM. hit rate 1.3% among 370,000. AID 651821, 2012;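 active = inhibition above the plate cutoff, the mean of all test compounds on that plate plus 3 SD, cut at about 35% in these data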;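 also: 0% = DMSO alone and 100% = 100 µM mitoxantrone as full dye displacement; higher means more dye released from RNA so lower well fluorescence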
# * = called active by the depositor; i = inactive; . = not tested or not shown. Hits appear at their usual frequency; 4.5% or so of the library scored in one or more.
SMILES,DDE Tn6 FP inh,ARFGAP1 inhibitor,sPLA2-III inh,NPR2 activator,proKLK7 act,ADAM10 inh,FXN GAA850 act,NPR1 activator,ASAP1 inh,rCAG binder
COc1cccc(OC)c1NC(=O)c1ccc(-c2cc(Cl)ccc2Cl)o1,-0.3,-4.9,-12.8,4.8,-0.1,8.1,0.8,7.6,10.9,2.3
CC(C)(C)CC(C)(C)N=C1NS(=O)(=O)c2cc([N+](=O)[O-])ccc21,-1.2,1.4,7.7,-1.8,-0.9,9.7,0.0,-5.1,-6.4,2.8
CC(=O)c1ccc(-c2ccc(/C=C(/Sc3n[nH]c(C)n3)C(=O)O)o2)cc1,-2.6,17.3,5.0,-7.4,1.9,-31.6,0.8,-3.4,8.1,26.4
O=S(=O)(Nc1nc2ccccc2nc1Cl)c1ccc(Cl)cc1,8.9,4.5,-21.0,4.5,0.5,-17.9,-2.6,2.5,-14.3,17.8
CS(=O)(=O)c1nc(S(=O)(=O)c2ccc(Cl)cc2)c(NCCN2CCOCC2)s1,-0.8,-5.6,-0.1,-5.8,0.1,1.2,1.0,7.9,-6.0,-1.0
CC1CC(=O)Nc2ccccc2N1C(=O)Cn1cnc2ccccc2c1=O (stereo not given),-4.8,5.4,-2.7,3.2,0.5,-2.3,0.1,1.1,4.1,3.8
O=C1NC2=C(C(=O)CCC2)C(c2ccc3ncccc3c2)N1 (stereo not given),-1.8,2.1,4.5,3.6,-0.8,-6.3,1.5,0.3,-0.2,-2.6
C[C@H](CO)N1C[C@H](C)[C@@H](CN(C)C(=O)Oc2ccccc2)OCc2cn(nn2)CCCC1=O,-1.5,3.4,9.9,-1.1,-0.7,-18.5,0.9,2.9,-10.5,3.5
CC(Oc1ccc2c(c1)c1ccnc3c4ccccc4c(=O)n2c13)C(=O)NCCN1CCOCC1 (stereo not given),35.6*,6.3,-8.6,5.2,-46.8,i,-2.5,20.7,1.6,0.5
O=C(NCc1ccccc1)c1onc(CSc2ccc(F)c(F)c2)c1C(=O)NCc1ccccc1,3.0,6.4,-1.7,-3.4,0.5,19.2,1.5,-0.4,5.2,8.2
NS(=O)(=O)c1ccc(CCNC(=O)C(=O)c2c[nH]c3ccccc23)cc1,2.0,-11.3,-11.8,-5.9,0.7,-1.0,0.4,3.8,-12.6,12.7
CC(C)(C)NC(=O)NC(=O)COc1ccc(Br)cc1Br,-1.0,2.9,3.1,-1.4,0.0,20.2*,3.8,-0.3,-5.1,-1.3
CCOC(=O)c1c(NC(=O)C(=O)N/N=C/c2ccccc2OC)sc2c1CCCCC2,5.4,11.8,11.2,0.0,0.4,-8.0,0.4,1.7,6.2,3.8
Cc1ccc2c(Cl)c(C(=O)Nc3cc(C)on3)sc2c1,3.8,-11.4,-2.0,-8.4,0.2,2.3,5.0,0.0,8.1,1.1
CC(Oc1ccc(Cl)cc1)C(=O)Nc1nccs1 (stereo not given),3.8,-0.3,1.3,-4.0,-0.4,-0.1,4.6,-3.3,-5.8,-3.6
O=c1c2ccccc2cnn1CCOc1ccccc1,-7.2,8.4,0.4,-0.8,0.7,0.7,-13.3,-1.7,-6.0,0.3
COc1cc2c(cc1OC)C(c1cccc([N+](=O)[O-])c1)N(C(=O)c1ccc(F)cc1)CC2 (stereo not given),4.2,-5.3,-12.8,-7.2,0.3,15.3,-6.1,-3.5,-11.1,-1.1
COc1ccc(C(=O)NC2CC2)cc1OC1CCN(Cc2ccc(F)c(F)c2)CC1,0.2,-10.2,-1.7,-5.6,-0.1,1.6,1.1,-0.9,-4.5,-6.3
COc1ccccc1-c1cnc(C(O)c2ccc(Cl)cc2C)[nH]1 (stereo not given),-0.4,-5.1,0.8,-3.1,-0.7,-6.8,0.4,-3.8,0.5,-0.3
Cc1c(C(=O)N2CCCC2)c(S(=O)(=O)Nc2ccccc2)c(C)n1C,-4.8,0.7,0.1,-1.2,-0.1,3.6,-0.7,1.1,4.1,-1.1
CCN(C(=O)C(C)Sc1ccc(S(=O)(=O)N2CCOCC2)cn1)c1ccccc1 (stereo not given),4.4,-4.6,11.5,1.5,-0.2,-20.0,0.6,-1.1,-1.5,-4.5
COc1ccc(NC(C)=O)cc1NC(C)C(=O)Nc1ccccc1F (stereo not given),3.6,-2.6,3.8,-1.7,0.3,2.4,-0.1,-0.9,-0.9,6.0
Cc1cc(NC(=O)COc2ccc(Cl)cc2Cl)n(-c2ccccc2)n1,-9.3,-1.7,-0.8,6.2,0.9,4.3,-1.2,1.2,13.5,0.3
COc1ccccc1CNCC(O)(c1ccc(Cl)cc1)c1ccc(Cl)cc1,7.1,13.0,-3.6,-16.0,0.1,3.0,-4.6,-29.4,-3.2,-4.5
O=C(Cc1c(F)cccc1Cl)NCCc1c[nH]c2ccccc12,0.6,4.2,-44.0,-7.3,0.2,-3.1,1.4,1.9,-6.8,-0.6

# Entries listed so far marked active in ADAM10 inh:
structure | DDE Tn6 FP inh | ARFGAP1 inhibitor | sPLA2-III inh | NPR2 activator | proKLK7 act | ADAM10 inh | FXN GAA850 act | NPR1 activator | ASAP1 inh
CC(C)(C)NC(=O)NC(=O)COc1ccc(Br)cc1Br | -1.0 | 2.9 | 3.1 | -1.4 | 0.0 | 20.2* | 3.8 | -0.3 | -5.1

# (cont.)
SMILES,DDE Tn6 FP inh,ARFGAP1 inhibitor,sPLA2-III inh,NPR2 activator,proKLK7 act,ADAM10 inh,FXN GAA850 act,NPR1 activator,ASAP1 inh,rCAG binder
COCCCn1c(-c2ccccc2Cl)n[nH]c1=S,-4.8,0.7,17.1,1.9,-0.1,-1.9,0.1,-0.7,12.6,4.1
O=C(O)c1ccc(NC(=O)c2ccccc2NC(=O)c2ccccc2Br)cc1,1.5,-8.7,-2.5,-0.2,0.1,3.2,2.9,4.1,5.7,2.5
Cc1ccc(C2=NCCn3nc4cc([N+](=O)[O-])ccc4c32)cc1,3.6,-2.9,10.8,1.8,-1.2,0.0,2.4,-3.1,6.9,17.5
COC(=O)[C@]12C[C@H](CC(=O)NCc3ccccc3)C(=O)N(Cc3cccc4ccccc34)C1=C[C@H](C(C)(C)C)O[C@@H]2C,-1.3,.,-9.7,-7.1,-0.1,16.2,.,-4.8,.,5.5
N#C/C(=C\c1ccc[nH]1)C(=O)c1ccccc1,-5.0,11.2,1.4,-0.6,0.2,2.0,1.2,2.0,12.2,-1.0
COc1ccc(CN2C(=O)CSCC2(C)C(=O)NCc2ccccc2)cc1 (stereo not given),0.6,-3.4,4.5,-3.4,0.0,-5.8,.,-0.3,-9.6,1.4
Cc1cccn2c(CNCCCn3ncc4ccccc43)c(C(=O)N3CCCCC3)nc12,-0.5,-9.7,4.7,3.4,0.2,-5.5,1.9,-5.7,18.2,-9.4
CCOC(=O)N1CCN(C(=O)C[C@H]2C(=O)N(CCCOC)C3=CCCC[C@@]32C(=O)OCC)CC1,15.3*,.,7.0,3.1,-0.6,-0.7,.,3.4,.,1.8
O=C(CN1CCC(C(=O)c2ccc(F)cc2)CC1)Nc1ccccc1,-9.2,-6.8,-11.1,-6.4,0.7,3.5,0.8,2.5,10.4,-4.2
O=C(O)CCC(=O)Nc1ccc(N2CCCCC2)c(C(=O)O)c1,4.9,-0.6,0.1,1.3,0.0,-9.3,1.5,2.4,1.6,2.4
O=C(CSc1nnc(-c2cccnc2)n1-c1ccccc1)c1ccccc1Cl,-4.5,.,-27.9,-4.9,0.7,-0.7,.,-4.4,.,10.2
CC(C)(C)NC(=O)c1ccncc1,10.9,10.6,2.9,-3.9,0.2,4.7,0.8,1.0,2.6,1.9
CCc1nc2c(OCCC3CCCCC3)cccn2c1N(C=O)Cc1ccc(OC)cc1,-6.7,-1.3,-5.2,-2.6,0.4,3.9,2.5,-3.3,-4.9,3.7
O=C(Nc1ccc(S(=O)(=O)N2CCOCC2)cc1)c1ccc(Br)o1,-4.1,-14.5,-3.0,-1.6,-0.2,5.4,-0.8,-0.3,-0.5,-0.6
O=C(CNC(=O)c1ccccc1)NCC(=O)OCC(=O)c1ccc(F)cc1,-5.2,-6.0,3.0,1.6,0.1,0.7,-0.1,3.5,-3.2,-4.1
OC[C@@H]1CN(Cc2ccccc2)C[C@H](n2cnc3c(NCc4ccc(F)cc4)ncnc32)O1,4.6,-4.7,-11.5,5.5,3.6,-29.9,0.4,5.3,8.1,0.1
CCN(Cc1ccccc1)C(=O)CCc1nc(CN2CCN(C(=O)c3ccc([N+](=O)[O-])cc3)CC2)no1,3.4,-0.1,-0.8,3.4,0.4,3.9,-1.7,-2.3,-7.6,-5.4
Cc1ccc(Cn2cc(COC(=O)NCC(C)C)nn2)cc1,3.3,.,7.3,6.4,0.2,6.4,.,0.1,.,0.3
COc1ccccc1CN(Cc1cc2cc3c(cc2[nH]c1=O)OCCO3)Cc1nnnn1Cc1ccco1,1.9,9.9,0.9,-4.8,9.1,i,1.0,4.0,8.3,6.8
O=C(C1CC1)N1CCc2cc(Br)cc(S(=O)(=O)N3CCCCCC3)c21,-1.6,4.1,-11.4,1.6,0.7,5.8,1.8,-3.9,-18.0,-0.3
Cc1nc2ccccc2c2oc(C(=O)NCCCN3CCCC3=O)cc12,2.6,6.3,0.4,-1.7,0.1,-7.2,0.1,2.1,-16.8,1.2
CC(=O)c1ccc(OCc2cc(C(=O)N(C)C(C)c3ccon3)no2)cc1 (stereo not given),4.3,-8.3,-4.9,3.5,-0.4,-2.4,-0.7,-0.2,-7.2,-2.0
Cc1c(NC(=O)COC(=O)CCC(=O)c2ccc(Cl)cc2)c(=O)n(-c2ccccc2)n1C,9.4,-7.5,-1.9,-1.5,0.1,12.8,0.8,34.7,-5.4,3.3
CC(C)CN(C(=O)COC(=O)C1=COCCO1)c1c(N)n(Cc2ccccc2)c(=O)[nH]c1=O,4.5,11.3,11.5,0.2,-0.4,-17.2,-0.8,4.2,-1.7,0.4
O=C(COC(=O)c1cc(-c2cccs2)nn1-c1ccccc1)Nc1ccc(F)c([N+](=O)[O-])c1,-1.5,1.1,-15.3,-6.2,-0.1,12.2,4.2,-1.0,4.8,7.8
